HIF act: HIF pathway transcriptional activation; U2OS HRE-luciferase reporter, luminescence; normalized: DMSO 0%, desferrioxamine 100%; AID 1910; 0.32% of 300,000 active; activation, % at 7.5 µM (by protocol);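 active means mean activation of at least 10% of the iron chelator positive control signal, with at least half of replicates also reaching 10%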
MrgX1 PAM: allosterically activates human MrgX1 receptor signaling; Q96LB2; MrgX1-HEK293, Fluo-4 calcium flux, FDSS; stronger effect = higher value; B-score at 10 µM; 0.63% of 310,000 active;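 active means plate-corrected calcium response at least 3 library SD above typical, normal starting fluorescence, not activating the receptor alone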;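 further: compound read alongside a low EC10 to EC30 dose of BAM8-22 agonist; peak minus trough fluorescence over baseline measured at the second addition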
Target sequence (Q96LB2 whole entry, looked up): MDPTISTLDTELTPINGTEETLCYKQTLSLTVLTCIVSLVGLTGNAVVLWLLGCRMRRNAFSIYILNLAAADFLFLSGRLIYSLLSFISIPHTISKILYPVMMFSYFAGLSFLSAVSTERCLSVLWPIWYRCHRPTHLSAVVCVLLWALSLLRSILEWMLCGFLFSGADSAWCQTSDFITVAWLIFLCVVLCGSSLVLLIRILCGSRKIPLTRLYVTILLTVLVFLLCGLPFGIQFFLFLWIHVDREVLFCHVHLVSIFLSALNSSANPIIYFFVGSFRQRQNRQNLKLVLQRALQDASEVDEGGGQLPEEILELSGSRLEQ
MrgX1 antag: blocks BAM8-22 activation of human MrgX1 receptor | Q96LB2 | MRGX1-HEK293 calcium flux, Fluo-4, BAM8-22 antagonism; stronger effect = lower value | B-score at 10 µM | 1.3% of 310,000 active | AID 588676;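 active means calcium-response B-score plate-corrected more than 3 library SD below zero, starting fluorescence within 5 deviations, no agonist response on first addition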;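 further: peak minus trough fluorescence over baseline after final BAM8-22 challenge near maximal dose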
SKKanGAS inh: inhibitors of SKKanGAS S. pyogenes growth in kanamycin (SK-promoter or general growth effect); 1.3% of 300,000 active; BacTiter-Glo, 6 h; inhibition, % at 7.5 µM; AID 1662;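 active means mean replicate score, as percent of positive control median, at least 50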;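 further: strain carries kanamycin resistance gene driven by streptokinase promoter and grows in 40 µg/ml kanamycin; loss of luminescence reflects streptokinase promoter inhibition or plain growth inhibition; 0% = median of DMSO wells and 100% = positive control at its reference dose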
RGS4 inh: human RGS4 inhibition | HEK293 M3R/RGS4 inducible, Fluo-4 calcium flux; stronger effect = higher value; triggered by carbachol at its EC20 | P49798 | B-score at 10 µM | 0.45% of 310,000 active;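 active means B-score, a plate-corrected calcium signal, over three deviations above library mean, with baseline fluorescence within five deviations of library mean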;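 further: RGS4 expression induced by doxycycline in cells with stable M3 receptor; B-score is computed from the integrated fluorescence ratio over baseline after carbachol; higher B-score means a larger calcium signal and so more RGS4 inhibition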
Target sequence (P49798 whole entry, looked up): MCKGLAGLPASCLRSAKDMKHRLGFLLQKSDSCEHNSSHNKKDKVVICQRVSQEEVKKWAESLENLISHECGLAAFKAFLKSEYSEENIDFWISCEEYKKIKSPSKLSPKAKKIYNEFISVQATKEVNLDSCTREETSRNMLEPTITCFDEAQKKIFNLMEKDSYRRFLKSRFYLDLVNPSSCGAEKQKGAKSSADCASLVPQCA
TRPC6 inhibitor: inhibitors of mouse TRPC6 channel; Q61143; HEK293-TRPC6, membrane potential dye, ACh-evoked depolarization; stronger effect = lower value; B-score at 10 µM; 1.1% of 310,000 active;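 active means B-score under library mean minus 3 SD, initial fluorescence not abnormally high, positive integrated signal ratio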;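 further: B-score derived from integrated fluorescence ratio over the kinetic read; more negative B-score means stronger inhibition of depolarization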
TRPC6 act: activates the mouse TRPC6 cation channel. Q61143. HEK293-TRPC6 membrane potential dye fluorescence; stronger effect = higher value. B-score at 10 µM. 0.13% of 310,000 active. AID 2550;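 active means B-score of the integrated fluorescence ratio above library mean plus 3 SD, and starting fluorescence ratio within library mean plus 5 SD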;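 further: higher score means more depolarization so channel activation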
TRPC4 inh: blocks the mouse TRPC4 cation channel. Q9QUQ5. HEK293 TRPC4beta/mu-opioid, DAMGO-evoked Fluo4 calcium flux; stronger effect = lower value. B-score at 10 µM. 0.39% of 300,000 active. AID 2247;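 active means B-score over 3 SD under the library average, no early fluorescence shift, positive overall ratio signal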
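System: stable TRPC4beta/mu-opioid receptor HEK293 cells; Dosing: single-point compound dosing; Measured by: Fluo4 Ca2+ flux fluorescence; Read-out basis: per-well B score of integrated baseline-normalized Fluo4 ratio.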
Platelet DG rel: platelet dense granule release activity; human platelet-rich plasma, SFLLRN dense granule ATP release, luminescence; 0.22% of 300,000 active; AID 1663; inhibition, %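 (compounds screened at 7.5 µM in platelet-rich plasma)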;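 active means mean replicate score, as percent of positive control, at or above 50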
MrgX1 agonist: human MrgX1 receptor agonism, primary screen | B-score at 10 µM | AID 588627 | Q96LB2 | 0.44% of 310,000 active | MrgX1-HEK293 cells, Fluo-4 calcium fluorescence, agonist mode; stronger effect = higher value;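 active means calcium response B-score plate-corrected fluorescence ratio at least 3 library SD, with starting fluorescence B-score inside 5 SD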
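System: HEK293 cells stably expressing human MrgX1 receptor; Dosing: test compound in the initial addition of three; Schedule: overnight plating, then 30 min 37 °C plus 30 min room-temperature dye loading; Detection: kinetic calcium dye fluorescence, Fluo-4 NW; Controls: per-plate positive and negative controls for Z′ factor.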
RGS4 pot: potentiators or activators of RGS4; 0.92% of 310,000 active; B-score at 10 µM; HEK293 M3R/inducible RGS4, carbachol calcium flux Fluo4; stronger effect = lower value;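 active means B-score of the integrated calcium signal more than 4 SD below the library mean, with starting fluorescence not abnormally high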;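 further: negative B-score means reduced calcium response which marks RGS4 activation or potentiation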
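Material: Inducible-RGS4 HEK293 cells carrying M3 receptor; also added: carbachol at ECmax as muscarinic agonist stimulus; incubation: compound preincubation 20 min at room temperature before agonist; signal: Fluo4-AM (2 µM) calcium-flux fluorescence, kinetic read; measure: integrated calcium ratio converted to B score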
* = called active by the depositor; i = inactive; / = not tested or not shown.

SMILES	HIF act	MrgX1 PAM	MrgX1 antag	SKKanGAS inh	RGS4 inh	TRPC6 inhibitor	TRPC6 act	TRPC4 inh	Platelet DG rel	MrgX1 agonist	RGS4 pot
N#Cc1cccc(NC(=O)Cn2cnc(S(=O)(=O)N3CCOCC3)c2)c1	0.3	i	i	-3	i	i	i	i	-7	i	i
CCOC(=O)Cc1csc(N/C(=N/S(=O)(=O)c2cc(Br)ccc2OCC)c2ccccc2)n1	-0.1	i	i	6	i	i	i	i	5	i	i
O=C(CCc1nnc(CCc2c[nH]c3ccccc23)o1)NC1CCC1	2.2	i	i	-5	i	i	i	i	1	i	i
Cc1oc2cc(O)cc(O)c2c(=O)c1-c1ccc2c(c1)OCCCO2	1.0	i	i	13	i	i	i	i	1	i	i
COc1ccc(N(CC(=O)N2CCN(Cc3ccccc3)CC2)S(=O)(=O)c2ccccc2)cc1	0.1	i	i	0	i	i	i	i	-2	i	i
Cc1ccnc(SCc2nc3ccccc3s2)n1	3.2	i	i	2	i	i	i	/	5	i	i
CC(NC(=O)CCc1nnc(-c2ccccc2)o1)c1ccccc1 (centres undefined)	0.6	i	i	-3	i	i	i	i	13	i	i
NS(=O)(=O)c1cc(C(=O)N2CCc3ccccc32)c(Cl)cc1Cl	-0.3	i	i	-4	i	i	i	i	0	i	i
CC(=O)c1ccc(NC(=O)C2=CC(c3ccco3)=NS(=O)(=O)N2C)cc1	0.7	i	i	-1	i	i	i	i	4	i	i
CC1CCCCN1Cc1ccc(N(C)C)cc1 (centres undefined)	-0.1	i	i	6	i	i	i	i	2	i	i
CC(C)c1ccc(/C=C(/C#N)c2nnc(NC(=O)c3ccccc3)s2)cc1	0.4	i	i	13	i	i	i	i	2	i	i
CC1CCN(CCCNC(=O)CCCNC(=O)Cn2cnc3sc4c(c3c2=O)CCCC4)CC1	-0.6	i	i	-5	i	i	i	i	1	i	i
O=C(CNS(=O)(=O)c1ccc(Br)s1)NCc1ccc(F)cc1	-0.1	i	i	-23	i	i	i	i	-4	i	i
Cn1c(NCCCN2CCOCC2)nc2c1c(=O)n(Cc1ccc(Cl)cc1)c(=O)n2C	0.2	i	i	4	i	i	i	i	-8	i	i
COc1ccc(S(=O)(=O)N(C)CC(=O)Nc2cccc(C(C)=O)c2)cc1	-0.4	i	i	-1	i	i	i	i	-5	i	i
C/C(CC(=O)N1CCCC1)=N\NC(=O)c1cc2ccccc2cc1O	-0.2	i	i	-2	i	i	i	i	-1	i	i
COCCn1nnnc1CN1CCSCC1	0.1	i	i	6	i	i	i	i	-2	i	i
CC1C(=O)N2CCCc3cc(NC(=O)COc4ccccc4)cc1c32 (centres undefined)	1.8	i	i	-5	i	i	i	i	-3	i	i
O=C(NC(Cc1ccccc1)C(=O)NC1CC1)OCc1ccccc1 (centres undefined)	-0.3	i	i	-2	i	i	i	i	8	i	i
COc1ccc(C2C3C(=O)N(N(C)c4ncc(C(F)(F)F)cc4Cl)C(=O)C3ON2C)cc1 (centres undefined)	0.2	i	i	1	i	i	i	i	-1	i	i

Quoted at random: three compounds from above.
SMILES	HIF act	MrgX1 PAM	MrgX1 antag	SKKanGAS inh	RGS4 inh	TRPC6 inhibitor	TRPC6 act	TRPC4 inh	Platelet DG rel	MrgX1 agonist	RGS4 pot
Cn1c(NCCCN2CCOCC2)nc2c1c(=O)n(Cc1ccc(Cl)cc1)c(=O)n2C	0.2	i	i	4	i	i	i	i	-8	i	i
COc1ccc(S(=O)(=O)N(C)CC(=O)Nc2cccc(C(C)=O)c2)cc1	-0.4	i	i	-1	i	i	i	i	-5	i	i
CC1CCN(CCCNC(=O)CCCNC(=O)Cn2cnc3sc4c(c3c2=O)CCCC4)CC1	-0.6	i	i	-5	i	i	i	i	1	i	i

Next section
SMILES	HIF act	MrgX1 PAM	MrgX1 antag	SKKanGAS inh	RGS4 inh	TRPC6 inhibitor	TRPC6 act	TRPC4 inh	Platelet DG rel	MrgX1 agonist	RGS4 pot
COc1ccc(-c2cc(C(=O)N3CCOCC3)c3ccccc3n2)cc1OC	-1.8	i	i	-4	i	i	i	i	4	i	i
COc1ccc(Cl)cc1NC(=O)C(C)Sc1n[nH]c(N)n1 (centres undefined)	0.6	i	i	3	i	i	i	i	5	i	i
Cc1ccc2c(c1)C1NC(=S)NC(C)(O2)C1C(=O)Nc1ccc(Cl)cc1 (centres undefined)	51*	i	i	2	i	i	i	i	1	i	i
Cc1ccccc1OCC(=O)NCCCNC(=O)c1cccnc1	-0.4	i	i	1	i	i	i	i	2	i	i
CNC(=O)C1(CC(C)C)C=CCN1C(C)=O (centres undefined)	1.6	i	i	5	i	i	i	i	0	i	i
CC(Cc1ccccc1)NC(=O)c1cc([N+](=O)[O-])ccc1Cl (centres undefined)	-0.6	i	i	-4	i	i	i	i	-4	i	i
CCn1c(SCC(=O)Nc2cc(C)on2)nnc1-c1cccnc1	-0.2	i	i	0	i	i	i	i	1	i	i
CCn1c(SCC(=O)Nc2cccc(OC)c2)nnc1-c1ccc(Cl)cc1	-0.4	i	i	-15	i	i	i	i	-4	i	i
CC(=O)N1CCc2cc(S(=O)(=O)NCCC(=O)Nc3cccc(C)c3)ccc21	-0.3	i	i	17	i	i	i	i	-4	i	i
COc1cccc(C(=O)Oc2ccc3c(C)cc(=O)oc3c2C(C)=O)c1	-0.1	i	i	9	i	i	i	i	-1	i	i
CC(C)c1ccc(OCC(=O)N2CCCCCC2)c(Br)c1	1.5	i	i	3	i	i	i	i	4	i	i
NC(=O)c1ccsc1NC(=O)C1CC1	-0.5	i	i	-8	i	i	i	i	-4	i	i
O=S(=O)(NCc1cccs1)c1cccc(S(=O)(=O)N2CCCCC2)c1	0.7	i	i	-5	i	i	i	i	1	i	i
O=C(NCSc1ccnc(SCNC(=O)c2ccc(F)cc2)n1)c1ccc(F)cc1	0.0	i	i	-30	i	i	i	i	6	i	i
O=S(=O)(c1ccc2ccccc2c1)n1cnc2ccccc21	-0.3	i	i	-8	i	i	i	i	1	i	i
CCOC(=O)c1[nH]nc(-c2cc(CC)c(O)cc2O)c1-c1cscn1	-0.2	i	i	4	i	i	i	i	-12	i	i
CS(=O)(=O)N1CCCC(C(=O)Nc2ccc(Br)cc2F)C1 (centres undefined)	0.3	i	i	-17	i	i	i	i	-2	i	i
Cc1cccc(C)c1NC(=O)C(c1ccccc1)N1CC(=O)Nc2ccccc21 (centres undefined)	-0.2	i	i	-6	i	i	i	i	-2	i	i
Cc1ccc(NS(=O)(=O)c2ccc(-n3cccn3)cc2)nc1	-0.3	i	i	0	i	i	i	i	-6	i	i
CC(=O)N(C)c1ccc(N=Cc2cc3c(cc2[N+](=O)[O-])OCO3)cc1	-0.2	i	i	3	i	i	i	i	-1	i	i
COc1ccccc1C(=O)Nc1ccc(-c2nnn(CC(=O)N3CCN(C(=O)c4ccco4)CC3)n2)cc1	0.1	i	i	12	i	i	i	i	-6	i	i
CSc1n[nH]c(=S)n1N	-0.2	i	i	-9	i	i	i	i	-26	i	i
Cc1nn(CC(=O)N2CCCC2)c(=O)c2cc3cc(F)ccc3n12	-0.3	i	i	-3	i	i	i	i	4	i	i
O=C(Nc1ccc(F)cc1F)c1cc(-c2ccc3c(c2)OCO3)on1	1.8	i	i	0	i	i	i	i	2	i	i
Cc1ccc(-c2ccc(/C=N/NC(=O)CN3CCOCC3)o2)cc1[N+](=O)[O-]	-0.6	i	i	10	i	i	i	i	12	i	i
O=C(COc1ccc(Cl)cc1)N1CCN(C(=O)c2cccc(F)c2)CC1	1.2	i	i	1	i	i	i	i	/	i	i
O=C(N/N=C/c1ccc(O)cc1O)/C(=C/c1ccccc1)CCO	3.0	i	i	29	9.6*	i	i	i	-1	i	i
COc1cc(/C=C(/C#N)C(=O)NC(C)c2ccccc2)cc(OC)c1O (centres undefined)	1.1	i	i	-2	i	-5.3*	i	i	-3	59*	i
CCc1cc(C(=O)NNC(=S)NCC2CCCO2)cs1 (centres undefined)	1.6	i	i	4	i	i	i	i	0	i	i
CC(=O)NC(C(=O)OCC(=O)N(c1ccccc1)c1ccccc1)C(C)C (centres undefined)	0.6	i	i	-13	i	i	i	i	14	i	i
COc1ccc(CNS(=O)(=O)c2c(C(=O)N3CCCCC3)c(C)n(C)c2C)cc1	0.3	i	i	0	i	i	i	i	-6	i	i

Structures from the list above that have two or more sulfur atoms, in the order listed:
SMILES	HIF act	MrgX1 PAM	MrgX1 antag	SKKanGAS inh	RGS4 inh	TRPC6 inhibitor	TRPC6 act	TRPC4 inh	Platelet DG rel	MrgX1 agonist	RGS4 pot
CCOC(=O)Cc1csc(N/C(=N/S(=O)(=O)c2cc(Br)ccc2OCC)c2ccccc2)n1	-0.1	i	i	6	i	i	i	i	5	i	i
Cc1ccnc(SCc2nc3ccccc3s2)n1	3.2	i	i	2	i	i	i	/	5	i	i
O=C(CNS(=O)(=O)c1ccc(Br)s1)NCc1ccc(F)cc1	-0.1	i	i	-23	i	i	i	i	-4	i	i
O=S(=O)(NCc1cccs1)c1cccc(S(=O)(=O)N2CCCCC2)c1	0.7	i	i	-5	i	i	i	i	1	i	i
O=C(NCSc1ccnc(SCNC(=O)c2ccc(F)cc2)n1)c1ccc(F)cc1	0.0	i	i	-30	i	i	i	i	6	i	i
CSc1n[nH]c(=S)n1N	-0.2	i	i	-9	i	i	i	i	-26	i	i
CCc1cc(C(=O)NNC(=S)NCC2CCCO2)cs1 (centres undefined)	1.6	i	i	4	i	i	i	i	0	i	i
